# Peg3 promoter – inhibitors of Peg3 promoter. HeLa PEG-Prom luciferase reporter, luminescence, overnight. inhibition, % at 20 µM. 360,000 tested, 1.7% active. AID 588405;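 active = inhibition of at least 50% at 20 µM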
# NR2E3 ag-1 – activates human photoreceptor nuclear receptor NR2E3; AID 2300; 320,000 tested, 0.12% active; GST-NR2E3/biotin-RetCOR TR-FRET, 1536-well; inhibition of corepressor binding, % at 4.78 µM;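 active = percent inhibition above the cutoff of mean plus 3 SD of all tested compounds, set per screening campaign, cut at about 20% in these data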;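 note: 0% = DMSO wells and 100% = biotin wells as full block of FRET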
# Target sequence (Q9Y5X4 whole entry, looked up): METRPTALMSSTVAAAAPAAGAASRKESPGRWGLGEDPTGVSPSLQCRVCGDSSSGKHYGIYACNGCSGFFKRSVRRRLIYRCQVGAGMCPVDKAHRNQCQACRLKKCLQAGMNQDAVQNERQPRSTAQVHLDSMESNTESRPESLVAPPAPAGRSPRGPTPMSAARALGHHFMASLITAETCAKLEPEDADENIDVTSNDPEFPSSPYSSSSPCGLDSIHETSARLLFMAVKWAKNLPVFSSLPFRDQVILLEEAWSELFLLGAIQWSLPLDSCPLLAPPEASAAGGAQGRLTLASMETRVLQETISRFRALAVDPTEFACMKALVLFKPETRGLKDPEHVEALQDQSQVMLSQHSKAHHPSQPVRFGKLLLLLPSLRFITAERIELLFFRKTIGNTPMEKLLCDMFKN
#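 Material: NR2E3–RetCOR corepressor complex / Incubation: Compound–protein incubation for 5 h at 4 °C / Dosing: compound at 4.8 µM, single dose / Detection: time-resolved FRET / Benchmarks: high control biotin, low control 0.6% DMSO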
# KKLEB cytotox – reduces viability of KKLEB cystic fibrosis airway cells; 360,000 tested, 0.36% active; activity change (cytotoxicity), % at 5 µM; KKLEB CF airway cells viability, ATPlite luminescence, overnight; active compounds read low; cells stimulated with P. aeruginosa culture filtrate; AID 602141;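 active = corrected activity change at or below -50% at 5 µM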
# iPSC survival up – increases survival of single human iPS cells; hiPSC single-cell survival, ATPlite luminescence; 100% = ROCK inhibitor wells, 0% = DMSO; survival enhancement, % at 20 µM; 360,000 tested, 0.044% active; AID 602274; in the data active = survival enhancement above about 18%;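 note: cells exposed to compounds for 16 hours before the ATP read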
# CF NFkB block – blocks PAF-induced NF-kB reporter in cystic fibrosis cells | KKLEB NF-kB-GFP reporter, GFP fluorescence overnight | inhibition, % at 5 µM | 360,000 tested, 0.86% active | AID 588850;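 active = at least 50% inhibition at 5 µM, scaled per plate between neutral and stimulator controls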;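 note: PAF is a Pseudomonas aeruginosa culture filtrate used as stimulus; plate controls were PAF-stimulated DMSO wells for no effect and unstimulated DMSO wells for full effect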
# aDG glyco act – increases alpha dystroglycan glycosylation; Pro5-aDG cells, alpha-DG glycosylation AlphaScreen (IIH6); 0% Pro5, 100% B10-LARGE cell signal; activation, % at 10 µM; 360,000 tested, 0.22% active;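 active = activation of at least 8% versus controls, or a plate z-score of at least 8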;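 note: Pro5 are CHO cells carrying HIG-tagged alpha-DG that lacks glycosylation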
# NR2E3 ag-2 – activates human NR2E3 receptor. Q9Y5X4. CHO-S Gal4-NCOR/VP16-NR2E3 two-hybrid, luciferase. inhibition of corepressor binding, % at 3.98 µM. 360,000 tested, 0.35% active. AID 602229;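 active = inhibition above the mean of all tested compounds plus 3 SD, cut at about 70% in these data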;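 note: 0% = DMSO with NR2E3 transfected cells and 100% = cells lacking NR2E3 construct; higher means lower luciferase signal from less NR2E3 corepressor binding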
# Shn3 3UTR inh – inhibitors of Schnurri-3 3'UTR reporter in osteoblasts; Clone20 osteoblast Shn3 3'UTR firefly luciferase, 24 h; inhibition, % at 12.5 µM; 360,000 tested, 0.52% active; AID 588674;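 active = mean inhibition of at least 75% with every replicate also reaching 75%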;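 note: 0% = median of neutral control wells and 100% = pilot-screen positive control compound; some compounds past the cut are filed as inactive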
# TRPM1 prom inh – reduces MITF-dependent TRPM1 promoter luciferase signal; SK-MEL-5 TRPM1 promoter luciferase, 24 h; inhibition, % at 12.5 µM; 330,000 tested, 0.83% active; AID 488899;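 active = mean inhibition across replicates of 60% or more, whatever share of single replicates reaches that level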; note: values of inactives mirror those of a sister screen read the other way
# TWEAK-Fn14 inh – inhibitors of TWEAK-Fn14 interaction signaling | TWEAK-stimulated Fn14 reporter cells, luciferase luminescence, 8 h | inhibition, % at 10 µM | 360,000 tested, 2% active | AID 1159606; in the data active = inhibition above about 50%
# HIF-2a inh – inhibitors of HIF-2a; 786-0 RCC cells HIF-2a reporter, luciferase luminescence, overnight; 360,000 tested, 0.72% active; inhibition, % at 18.8 µM;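 active = inhibition of the luminescence signal of 40% or more relative to plate controls, in a single-dose primary screen at 18.75 µM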
# * = called active by the depositor; · = not tested or not shown. An excerpt; rates above refer to the full screens.
# Screens in order: Peg3 promoter	NR2E3 ag-1	KKLEB cytotox	iPSC survival up	CF NFkB block	aDG glyco act	NR2E3 ag-2	Shn3 3UTR inh	TRPM1 prom inh	TWEAK-Fn14 inh	HIF-2a inh
Cn1c(O)c(C=NC2CCN(Cc3ccccc3)CC2)c(=O)[nH]c1=O
  -2	0	2	-0.8	-12	0.0	-32	-14	8	-9	21
COc1cc(CN=C(C)c2c(O)n(C)c(=O)n(C)c2=O)cc(OC)c1
  35	-4	0	-0.5	-2	0.1	-19	-2	11	1	27
CCN1CCN(c2nc3c(c(=O)[nH]2)CCCC3)CC1
  22	5	-6	-1.0	-5	2.5	4	-8	6	2	16
CCOc1cc2c(cc1OCC)-n1cccc1C(c1cccc([N+](=O)[O-])c1)NC2 (configuration not stated)
  21	-5	-5	-0.2	10	-0.2	5	51	18	-14	20
COC(=O)CCCNC(=O)CN1CC(c2ccccc2)CC1=O (configuration not stated)
  6	-2	-4	0.4	-4	-0.1	-3	-12	0	-15	7
Nc1ccccc1C(=O)OCCc1ccccc1
  -302	7	-4	-0.5	-24	0.2	-166	-38	-83	14	-205
CC1C(=O)OC2CCN3CC=C(COC(=O)C(C)(O)C1(C)O)C23 (configuration not stated)
  -1	·	-18	4.6	8	0.0	1	5	-1	-19	-1
Cc1nc2ccccc2c(=O)n1-c1cccnc1
  14	-1	5	-0.6	-2	0.1	-2	-15	-1	10	16
CCCCOc1ccc(C(C)=O)cc1Cc1c(O)[nH]c(=S)[nH]c1=O
  13	-4	1	-0.4	-10	0.1	-7	3	-2	-12	9
O=C(NC1CN2CCC1CC2)c1cc(Cl)c([N+](=O)[O-])c2nc[nH]c12 (configuration not stated)
  20	-4	8	1.1	-4	0.5	8	-6	58	18	16
O=C(c1ccccc1F)N1CCC2(CC1)OCCO2
  16	0	-5	1.2	16	0.1	-24	-10	-1	-2	16
O=C1NC(=O)N(Cc2ccc(F)cc2)C(=O)/C1=C/c1cccs1
  42	4	12	0.4	30	-0.5	-16	26	56	-12	20
CCCCOC(=O)c1ccccc1N
  -3	·	-5	-1.1	-3	1.5	-15	-7	9	-8	1
CCOC(=O)c1c(C)n(C(C)C)c2ccc(OC(=O)c3ccc(N4C(=O)CCC4=O)cc3)cc12
  6	1	-10	0.1	14	-0.1	-8	6	3	-23	10
C1CCC(NC2CCCCC2)CC1
  10	-1	11	-1.8	-9	0.2	-4	5	-2	5	-2
CC(=CCOc1ccc2ccc(=O)oc2c1)C1=CC(=O)C(C)(C)O1
  62*	·	-24	-3.3	76*	1.8	9	34	·	70*	65*
O=C1C(c2ccccc2)=C(N2CC2)c2ccccc21
  6	-3	9	0.1	-6	-0.2	1	7	6	15	3
O=C1NC(=O)C2(CCN(c3ccccc3)CC2)C(=O)N1
  -10	·	-17	-2.4	23	-0.1	-8	-17	-8	6	14
Oc1c(Cl)c(Cl)c(Cl)c(Cl)c1Cl
  26	-3	14	-0.7	44	-0.1	98*	24	-2	5	-11
COc1cc2c(cc1OC)C1C(=O)c3ccc4c(c3OC1CO2)CC(C(C)C)O4 (configuration not stated)
  16	·	11	-0.8	9	1.5	102*	85*	40	49	-24

# Some entries already given, reduced to HIF-2a inh and aDG glyco act:
SMILES | HIF-2a inh | aDG glyco act
COC(=O)CCCNC(=O)CN1CC(c2ccccc2)CC1=O (configuration not stated) | 7 | -0.1
Nc1ccccc1C(=O)OCCc1ccccc1 | -205 | 0.2

# Going on with the list:
# Screens in order: Peg3 promoter	NR2E3 ag-1	KKLEB cytotox	iPSC survival up	CF NFkB block	aDG glyco act	NR2E3 ag-2	Shn3 3UTR inh	TRPM1 prom inh	TWEAK-Fn14 inh	HIF-2a inh
CC(=O)OC1C(O)C2=C3C4(C)C1C(C)(C)C(=O)CC4C3(O)C(OC(C)=O)C1(CC1C)C2=O (configuration not stated)
  ·	·	·	-4.6	·	0.1	27	·	·	41	21
CCc1nnc(NS(=O)(=O)c2ccc(N=Cc3c(O)n(-c4ccccc4)c(=O)[nH]c3=O)cc2)s1
  1	1	9	1.4	-2	-0.6	11	5	-3	2	11
COc1cc(C)cc(CN2CC=C(c3ccccc3)CC2)c1O
  8	0	17	1.3	9	0.8	-11	15	13	19	13
COc1ccc(C(O)c2ccccc2OP(=O)(N(C)C)N(C)C)cc1 (configuration not stated)
  6	4	-6	1.6	20	0.1	-5	0	-11	4	8
O=C(CCCCCn1c(=S)[nH]c2ccccc2c1=O)N1CCC2(CC1)OCCO2
  5	0	-1	-1.2	9	0.5	-7	9	6	-2	13
CC(=O)O[C@H]1CC[C@@]2(C)C(=CC(=O)C3C2CC[C@@]2(C)C3C[C@H](OC(C)=O)[C@@H]2OC(C)=O)C1 (some centres not stated)
  1	·	14	-0.3	-8	0.3	20	-4	10	2	-1
Brc1ccc2c(c1)CN(CC1CCCCC1)Cc1cnnn1-2
  -4	·	-17	-0.7	-44	0.0	-41	7	·	6	-1
COc1ccc(OC(=O)N(C)C[C@@H]2OCc3cnnn3CCCC(=O)N([C@@H](C)CO)C[C@@H]2C)cc1
  5	·	-8	0.0	-10	-0.2	16	-10	·	16	-3
CN(C)CC#CCn1c2ccccc2c2ccccc21
  -4	0	-10	-0.3	3	0.0	-29	-24	·	7	3
Brc1ccc(CN2CCNCC2)s1
  2	2	8	3.4	2	0.1	10	15	-6	17	-6
C[N+](C)(C)CC1CCCC(C[N+](C)(C)C)C1=O (configuration not stated)
  83*	·	-5	2.7	6	-0.4	-6	-16	-4	-2	17
O=C1CN=C(c2ccccc2)c2cc(Br)ccc2N1
  25	4	1	1.2	-2	-0.1	-5	10	-10	18	16
Cc1ccccc1NC1=NCC(C)S1 (configuration not stated)
  4	-3	-9	-0.4	7	0.5	-18	3	5	-6	2
Brc1ccc(-[n+]2c(-c3ccccc3)cc(-c3ccccc3)cc2-c2ccccc2)cc1
  31	0	-9	-3.3	30	0.0	1	90*	70*	35	2
Cc1cc(OC(=O)N(C)C)n(-c2ccccc2)n1
  -2	1	-20	-0.4	13	-0.1	-14	-17	-1	-7	8
CN(C)CCn1cnc2ccccc21
  -5	0	12	-0.2	-16	-0.1	-16	-11	-28	-2	13
COc1ccc(C(O)P(=O)(OC(C)C)OC(C)C)cc1 (configuration not stated)
  -4	3	-1	0.0	-6	-0.2	-7	5	3	1	16
COc1ccc(CC2(CCc3ccncc3)C(=O)NC(=O)NC2=O)cc1
  16	4	4	5.0	4	0.2	3	-9	6	-22	19
O=C1NC(=O)N(c2ccc3c(c2)OCO3)C(=O)/C1=C/c1cccs1
  32	4	-9	-1.2	9	-0.1	-29	82	28	-3	24
COC(=O)C1=C(c2ccc(OC)c(OC)c2)C[C@@H]2CC[C@H]1N2C(=O)NCCc1ccccc1
  -36	3	-7	0.5	2	-0.1	-3	-4	-3	4	-35
CCN1CCN(Cc2cc(Br)cc(Br)c2O)CC1
  -5	1	-2	-0.9	-5	-0.2	-7	-8	-7	8	9
CC1CCCC(NC(=O)COC(=O)Cc2ccccc2)C1C (configuration not stated)
  18	-2	7	2.3	0	-0.2	-16	-7	-2	1	15
COc1cc(CC2C(=O)N(C)C(=O)N(C)C2=O)ccc1OCc1ccccc1
  -90	2	-7	0.7	-1	0.1	-74	-36	-44	-25	-104
NP(=O)(Nc1ccccc1)Nc1ccccc1
  -5	·	-12	1.4	6	0.2	9	-8	0	3	9
O=C1CSC2(CN3CCC2CC3)N1 (configuration not stated)
  -2	1	6	2.8	-5	0.0	-18	0	-8	11	6
CN(C)c1nc(N(C)C)nc(N(C#N)CCCl)n1
  -5	-2	6	-0.8	-15	0.4	-6	-10	-9	0	0
CC(N)Cc1c[nH]c2c1ccc1ccccc12 (configuration not stated)
  -8	1	-2	-0.4	8	0.4	-15	7	10	10	-7
COc1cc([C@@H]2c3cc4c(cc3[C@@H](OC)[C@H]3COC(=O)[C@H]23)OCO4)cc(OC)c1O
  2	-1	-16	-0.7	16	0.0	-35	-5	17	-4	22
COC(=O)C1=C(c2ccc3ccccc3c2)C[C@@H]2CC[C@H]1N2C(=O)N1CCCC1
  17	-3	3	2.2	38	0.8	29	38	16	10	10

# Among those listed so far, these contain an aryl methoxy group.
# Screens in order: Peg3 promoter	NR2E3 ag-1	KKLEB cytotox	iPSC survival up	CF NFkB block	aDG glyco act	NR2E3 ag-2	Shn3 3UTR inh	TRPM1 prom inh	TWEAK-Fn14 inh	HIF-2a inh
COc1cc(CN=C(C)c2c(O)n(C)c(=O)n(C)c2=O)cc(OC)c1
  35	-4	0	-0.5	-2	0.1	-19	-2	11	1	27
COc1cc2c(cc1OC)C1C(=O)c3ccc4c(c3OC1CO2)CC(C(C)C)O4 (configuration not stated)
  16	·	11	-0.8	9	1.5	102*	85*	40	49	-24
COc1cc(C)cc(CN2CC=C(c3ccccc3)CC2)c1O
  8	0	17	1.3	9	0.8	-11	15	13	19	13
COc1ccc(C(O)c2ccccc2OP(=O)(N(C)C)N(C)C)cc1 (configuration not stated)
  6	4	-6	1.6	20	0.1	-5	0	-11	4	8
COc1ccc(OC(=O)N(C)C[C@@H]2OCc3cnnn3CCCC(=O)N([C@@H](C)CO)C[C@@H]2C)cc1
  5	·	-8	0.0	-10	-0.2	16	-10	·	16	-3
COc1ccc(C(O)P(=O)(OC(C)C)OC(C)C)cc1 (configuration not stated)
  -4	3	-1	0.0	-6	-0.2	-7	5	3	1	16
COc1ccc(CC2(CCc3ccncc3)C(=O)NC(=O)NC2=O)cc1
  16	4	4	5.0	4	0.2	3	-9	6	-22	19
COC(=O)C1=C(c2ccc(OC)c(OC)c2)C[C@@H]2CC[C@H]1N2C(=O)NCCc1ccccc1
  -36	3	-7	0.5	2	-0.1	-3	-4	-3	4	-35
COc1cc(CC2C(=O)N(C)C(=O)N(C)C2=O)ccc1OCc1ccccc1
  -90	2	-7	0.7	-1	0.1	-74	-36	-44	-25	-104
COc1cc([C@@H]2c3cc4c(cc3[C@@H](OC)[C@H]3COC(=O)[C@H]23)OCO4)cc(OC)c1O
  2	-1	-16	-0.7	16	0.0	-35	-5	17	-4	22
